GAA inhib: alpha-glucosidase (human) inhibition; Potency, µM (doses to about 76.9 µM), for inactives: at the highest dose activity change, negative = inhibition, usual class: inhibitors; P10253; AID 1466; purified human GAA, 4-MU-alpha-glucoside fluorescence; actives 0.005% (n = 200,000);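 further: plate controls were uninhibited enzyme wells for no effect and no-enzyme background for full effect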
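qHTS format, compound range up to 77 uM. Human lysosomal enzyme at 4 nM, 400 uM 4-MU glucoside substrate, pH 5.0, 20 min room temperature; fluorescence after alkaline stop gives activity normalized to controls.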
GLA spleen mod: inhibitors or activators of human alpha-galactosidase in spleen homogenate. human spleen homogenate, 4MU-alpha-Gal fluorescence, 40 min. AID 2107. actives 0.008% (n = 240,000). P06280. Potency, µM (titrated, usually from 80 µM), without a hit: at the highest dose activity change, negative = inhibition, hits mostly inhibitors;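 further: 0% = enzyme with vehicle and -100% = no enzyme basal signal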
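Fluorogenic readout (Ex 365/Em 440 nm) of 4-methylumbelliferone released from 1 mM 4-MU-alpha-galactoside by spleen homogenate, 40 min at 37C, pH 5.0. Data normalized to no-enzyme and enzyme controls; Hill-equation AC50 from compound titrations.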
Tau fluor counter: counter-screen for tau fibril formation inhibitors. Potency, µM (series often up to 57.7 µM), for inactives: top-dose activity change, negative = decrease. actives 0.93% (n = 280,000). tau K18 P301L (four-repeat tau fragment) Alexa594 fluorescence, heparin fibrillization. AID 1463; further: on the % scale 0 is the no-effect control and ±100 the full control effect; nearly all actives have a fitted effect of over 55% in size
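Human K18 P301L tau (15 uM unlabeled plus 0.24 uM Alexa 594-labeled, final) in 100 mM sodium acetate pH 7 was mixed with compound and 20 uM heparin and incubated 6 hr at 37 C.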
Epigenetic reg: derepresses silenced GFP reporter in murine cells; murine LDR cells, GFP reporter derepression, 30 h; Potency, µM (series often up to 53.9 µM), without a hit: top-dose GFP activation, hits mostly activators; actives 0.2% (n = 280,000); further: % of control where 0% means no effect; nearly all actives have a fitted effect of over 60% in size
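Murine LDR cells carrying a silenced, genomically integrated CMV-driven GFP reporter were exposed to compound for 30 hours at 37 C. After PBS washes, GFP-positive cells (20–120 um objects) were counted by laser-scanning microplate cytometry.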
GAA glycogen: inhibitors or activators of human alpha-glucosidase glycogen cleavage | P10253 | recombinant GAA, glycogen substrate, Amplex Red glucose oxidase fluorescence | Potency, µM (highest dose often 76.4 µM), for the others: at the top dose activity change, negative = inhibition, actives largely listed as inhibitors | actives 0.38% (n = 300,000) | AID 2100;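 further: 0% = full enzyme reaction and -100% = no-enzyme basal signal; the screen sought inhibitors and activators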
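Recombinant human enzyme (4 nM); glycogen substrate; 37 C, 40 min, pH 5.0. Readout: coupled glucose oxidase/Amplex Red fluorescence.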
aGlu spleen mod: lysosomal alpha-glucosidase (human) modulation; P10253; human spleen homogenate, 4-MU-alpha-glucoside fluorescence; Potency, µM (titrated, usually from 79.9 µM), inactives show at the top dose activity change, negative = inhibition, actives largely listed as inhibitors; actives 0.006% (n = 240,000); AID 2112;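 further: 0% = enzyme with vehicle and -100% = no enzyme basal signal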
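Compounds were titrated against alpha-glucosidase in spleen homogenate at pH 5.0, with 1 mM 4-methylumbelliferyl substrate for 40 min at 37 C. Reactions were quenched with pH 10 NaOH/glycine and fluorescence measured.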
ALDH1A1 block: inhibitors of human aldehyde dehydrogenase 1A1; P00352; Purified ALDH1A1, NADH fluorescence, propionaldehyde substrate; Potency, µM (doses to about 75.3 µM), without a hit: top-dose activity, negative = inhibition, usual class: inhibitors; actives 7.3% (n = 220,000); AID 1030; active means well fitted inhibition curve with a large enough effect, not every such curve was filed as active; inconclusive means small, poorly fitted or top-dose-only effect, or another doubt; inactive means no such curve, though single readings can be large or run the other way;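 further: plate controls were no enzyme wells and a reference inhibitor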
Target sequence (P00352 whole entry, looked up): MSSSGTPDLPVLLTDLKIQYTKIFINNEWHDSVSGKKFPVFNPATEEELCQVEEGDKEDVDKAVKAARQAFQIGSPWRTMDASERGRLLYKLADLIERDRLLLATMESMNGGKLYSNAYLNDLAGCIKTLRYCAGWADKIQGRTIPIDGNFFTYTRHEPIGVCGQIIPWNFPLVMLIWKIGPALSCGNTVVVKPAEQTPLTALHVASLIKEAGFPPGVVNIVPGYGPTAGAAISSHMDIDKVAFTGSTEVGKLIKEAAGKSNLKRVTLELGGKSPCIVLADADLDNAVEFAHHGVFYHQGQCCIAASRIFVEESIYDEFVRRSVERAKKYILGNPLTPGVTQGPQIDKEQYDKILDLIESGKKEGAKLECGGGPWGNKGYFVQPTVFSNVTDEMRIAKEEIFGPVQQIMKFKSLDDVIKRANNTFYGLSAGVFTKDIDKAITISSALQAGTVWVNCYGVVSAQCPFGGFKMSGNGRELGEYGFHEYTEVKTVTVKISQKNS
NPSR antagonist: blocks cAMP signaling of the human neuropeptide S receptor; Potency, µM (highest dose often 38.3 µM), inactives show top-dose activity change, negative = inhibition, actives largely listed as inhibitors; CHO-NPSR cells, cAMP TR-FRET, antagonist mode; AID 1461; Q6W5P4; actives 1% (n = 220,000); further: on the % scale 0 is the no-effect control and ±100 the full control effect; nearly all actives have a fitted effect of over 50% in size; many of its hits are not listed in these tables
Target sequence (Q6W5P4 whole entry, looked up): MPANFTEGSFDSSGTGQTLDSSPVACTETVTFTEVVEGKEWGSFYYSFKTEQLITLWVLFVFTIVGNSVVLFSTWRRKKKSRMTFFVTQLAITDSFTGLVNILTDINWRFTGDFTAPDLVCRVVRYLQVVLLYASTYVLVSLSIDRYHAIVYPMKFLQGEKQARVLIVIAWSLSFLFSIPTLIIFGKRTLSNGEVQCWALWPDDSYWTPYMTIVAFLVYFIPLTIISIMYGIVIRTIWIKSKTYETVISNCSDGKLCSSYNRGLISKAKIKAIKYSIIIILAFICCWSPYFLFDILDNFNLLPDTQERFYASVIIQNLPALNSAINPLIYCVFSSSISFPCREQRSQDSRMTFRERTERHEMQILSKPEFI
* hit, by the source's call; [ ] = remark or other dose. Unless noted, the call rests on the fitted dose curve; in most records, active means well fitted curve in the direction sought with a large enough effect; inconclusive means small, poorly fitted or top-dose-only effect, or another doubt; inactive means no such curve, though single readings can be large; an effect the other way counts as inactive or inconclusive. Potency means the concentration at half of the fitted maximal effect.

`Cc1ccc(NC(=O)c2ccc3c(c2)nnn3C)cc1` gave GAA inhib 5.3%, GLA spleen mod -10.3%, Tau fluor counter 3.5%, Epigenetic reg -1.9%, GAA glycogen -4.1%, aGlu spleen mod -3.8%, ALDH1A1 block -1.0% and NPSR antagonist 2.8%.
Screening O=C(CSc1nc(-c2ccccc2)c(-c2ccccc2)[nH]1)NCc1ccco1 returned GAA inhib -4.6%, GLA spleen mod 2.4%, Tau fluor counter inconclusive, Epigenetic reg -1.3%, GAA glycogen -3.6%, aGlu spleen mod -3.3%, ALDH1A1 block -7.5% and NPSR antagonist -25.1%[46.1 µM].
`NCCCCCc1nnc(SCc2ccc(Cl)c(Cl)c2)o1` gave GAA inhib 4.1%, GLA spleen mod 0.0%, Tau fluor counter -1.4%, Epigenetic reg -1.1%, GAA glycogen 0.0%, aGlu spleen mod -1.3%, ALDH1A1 block -2.8% and NPSR antagonist 8.0%[46.1 µM].
Screening O=C(NC(=S)NNS(=O)(=O)c1ccccc1)c1cccnc1 returned GAA inhib 0.2%, GLA spleen mod -3.0%, Tau fluor counter -12.3%, Epigenetic reg -1.0%, GAA glycogen inconclusive, aGlu spleen mod -1.1%, ALDH1A1 block inconclusive and NPSR antagonist -11.3%.
Screening COC(=O)C1=C(C)N=C2SCCC(=O)N2C1c1ccc(OC(=O)c2ccco2)cc1 (configuration not stated) returned GAA inhib -12.6%, GLA spleen mod -3.1%, Tau fluor counter -10.1%, Epigenetic reg 0.0%, GAA glycogen 1.7%, aGlu spleen mod -8.0%, ALDH1A1 block -6.4% and NPSR antagonist 2.5%.
`Cc1ccccc1-n1nc2c(c1NC(=O)c1cccc(F)c1)CS(=O)C2` (configuration not stated) gave GAA inhib inconclusive, GLA spleen mod -1.4%, Tau fluor counter -3.2%, Epigenetic reg -1.5%, GAA glycogen -17.2%, aGlu spleen mod -7.3%, ALDH1A1 block 7.4% and NPSR antagonist -0.8%[46.1 µM].
`CCS(=O)(=O)N1CCN(S(=O)(=O)c2ccccc2)CC1` gave GAA inhib -4.8%, GLA spleen mod -4.3%, Tau fluor counter -5.1%, Epigenetic reg -4.6%, GAA glycogen -13.6%, aGlu spleen mod 0.6%, ALDH1A1 block 1.3% and NPSR antagonist -11.4%[46.1 µM].
`COc1cc(S(=O)(=O)NCCCN2CCOCC2)ccc1-n1cnnn1` gave GAA inhib 5.0%, GLA spleen mod -9.9%, Tau fluor counter -5.2%, Epigenetic reg -2.2%, GAA glycogen -4.7%, aGlu spleen mod 0.1%, ALDH1A1 block inconclusive and NPSR antagonist 8.9%.
`Cc1c(NC(=O)C(=O)N/N=C/c2cccs2)c(=O)n(-c2ccccc2)n1C` gave GLA spleen mod 6.2%, Tau fluor counter -4.5%, Epigenetic reg -1.0%, GAA glycogen 5.9%, aGlu spleen mod -12.0% and NPSR antagonist 9.3%.
For COC(=O)c1ccc(OC(=O)c2ccccc2F)cc1 the results were GAA inhib -8.4%, GLA spleen mod 1.4%, Tau fluor counter -2.1%, Epigenetic reg 0.0%, GAA glycogen 1.0%, aGlu spleen mod 1.5%, ALDH1A1 block inconclusive and NPSR antagonist 17.6%.
For CC(=O)Nc1cccc(-c2nc3ccccc3s2)c1 the results were GAA inhib inconclusive, GLA spleen mod -6.9%, Tau fluor counter -15.5%, Epigenetic reg 2.1%, GAA glycogen 21.6%, aGlu spleen mod -0.8%, ALDH1A1 block -7.4% and NPSR antagonist -8.7%.
CCOC(=O)c1cnc(Nc2nc3ccccc3o2)nc1CN1CCN(C)CC1 was read as GAA inhib 1.4%, GLA spleen mod -5.8%, Tau fluor counter -5.7%, Epigenetic reg -0.9%, GAA glycogen -1.0%, aGlu spleen mod -4.6%, ALDH1A1 block inconclusive and NPSR antagonist -9.8%[46.1 µM].
O=C(O)CSC1CC(=O)N(c2cccc(Cl)c2)C1=O (configuration not stated) was read as GAA inhib -18.9%, GLA spleen mod 5.6%, Tau fluor counter 10.2%, Epigenetic reg -3.7%, GAA glycogen -17.8%, aGlu spleen mod -6.7%, ALDH1A1 block 10µM* and NPSR antagonist -9.6%[46.1 µM].
Screening COc1ccc(NC(=S)NN2C(C)CCCC2C)cc1 (configuration not stated) returned GAA inhib 5.4%, GLA spleen mod -3.4%, Tau fluor counter -2.9%, Epigenetic reg -0.9%, GAA glycogen 6.9%, aGlu spleen mod -9.0%, ALDH1A1 block 0.7% and NPSR antagonist 2.7%[46.1 µM].
For CSc1ccccc1NC(=O)Nc1ccc(F)c(Cl)c1 the results were GAA inhib -7.2%, GLA spleen mod -1.7%, Tau fluor counter inconclusive, Epigenetic reg 0.0%, GAA glycogen -0.5%, aGlu spleen mod -2.6%, ALDH1A1 block 8.8% and NPSR antagonist -18.8%[46.1 µM].
For O=S(=O)(Nc1nc2ccccc2nc1NCC1CCCO1)c1cccc(Cl)c1 (configuration not stated) the results were GLA spleen mod 1.4%, Tau fluor counter -16.1%, Epigenetic reg 9.0%, GAA glycogen 0.7%, aGlu spleen mod -2.6% and NPSR antagonist 43.6%.
For CCCCCn1c(SCCC(C)C)nc2c1c(=O)[nH]c(=O)n2C the results were GAA inhib 2.7%, GLA spleen mod -1.6%, Tau fluor counter -5.3%, Epigenetic reg 0.1%, GAA glycogen -19.8%, aGlu spleen mod 0.7%, ALDH1A1 block 22.4µM* and NPSR antagonist inconclusive.
For CCOC(=O)c1cnn(-c2ccccc2)c1N the results were GAA inhib -8.5%, GLA spleen mod -13.3%, Tau fluor counter -3.3%, Epigenetic reg -4.1%, GAA glycogen 9.6%, aGlu spleen mod -1.6%, ALDH1A1 block inconclusive and NPSR antagonist -0.5%[46.1 µM].
CC[C@]1(c2ncc[nH]2)Cc2ccccc2O1 was read as GLA spleen mod -4.7%, Tau fluor counter -2.8%, Epigenetic reg -0.3%, aGlu spleen mod -2.6% and ALDH1A1 block 0.9%.
`O=C(CCS(=O)(=O)c1ccc(Br)cc1)NC1CCCC1` gave GAA inhib 3.8%, GLA spleen mod 6.3%, Tau fluor counter -9.8%, Epigenetic reg 2.8%, GAA glycogen 4.4%, aGlu spleen mod 8.1%, ALDH1A1 block 7.5% and NPSR antagonist -0.9%[46.1 µM].
For Cc1n(CC(O)COC2CCCCC2)c2ccccc2[n+]1C (configuration not stated) the results were GAA inhib -1.3%, GLA spleen mod -3.7%, Tau fluor counter 0.0%, Epigenetic reg 0.0%, GAA glycogen -0.4%, aGlu spleen mod -21.2%, ALDH1A1 block -7.5% and NPSR antagonist -3.5%[46.1 µM].
O=C1CCN(C(=O)c2ccccc2)C2CCCCC12 (configuration not stated) was read as GAA inhib -1.3%, GLA spleen mod -13.2%, Tau fluor counter -2.6%, Epigenetic reg -1.1%, GAA glycogen 0.2%, aGlu spleen mod -14.2%, ALDH1A1 block -6.2% and NPSR antagonist -9.2%[46.1 µM].
For CCc1ccc2nc(SCC(=O)N(CC)CC)c(C#N)cc2c1 the results were GAA inhib 1.0%, GLA spleen mod 4.4%, Tau fluor counter -7.2%, Epigenetic reg -2.4%, GAA glycogen 5.6%, aGlu spleen mod -4.2%, ALDH1A1 block inconclusive and NPSR antagonist inconclusive.
For CNC(=O)CN(c1ccc2c(c1)OCCO2)S(C)(=O)=O the results were GAA inhib -1.4%, GLA spleen mod 5.8%, Tau fluor counter -2.7%, Epigenetic reg -1.0%, GAA glycogen 4.9%, aGlu spleen mod 3.2%, ALDH1A1 block 13.2% and NPSR antagonist -16.7%[46.1 µM].
`C(=N\n1cnnc1)/c1cccc(Oc2ccccc2)c1` gave GAA inhib 0.4%, GLA spleen mod 6.6%, Tau fluor counter -13.3%, Epigenetic reg -1.0%, GAA glycogen 4.0%, aGlu spleen mod 1.9%, ALDH1A1 block 6.0% and NPSR antagonist -5.8%[46.1 µM].
Cc1ccc(NC(=O)Cn2nnc(C(=O)NCc3ccco3)c2N)cc1 was read as GAA inhib -15.0%, GLA spleen mod -5.6%, Tau fluor counter -2.9%, Epigenetic reg inconclusive, GAA glycogen -4.6%, aGlu spleen mod -16.0%, ALDH1A1 block 15.7% and NPSR antagonist -8.4%[46.1 µM].
For OC[C@@H](O)[C@H](O)C(/C=N/Nc1ccccc1)=N\Nc1ccccc1 the results were GLA spleen mod 0.0%, Tau fluor counter inconclusive, Epigenetic reg 0.0%, aGlu spleen mod -2.7% and NPSR antagonist -12.0%.
CCCCCCCCCC(=O)N/N=C(\C)c1cccnc1 was read as GAA inhib -4.4%, GLA spleen mod 2.5%, Tau fluor counter -5.5%, Epigenetic reg 1.0%, GAA glycogen -3.6%, aGlu spleen mod -3.5%, ALDH1A1 block -2.7% and NPSR antagonist -3.7%[46.1 µM].
`CN1CCN(CCCNC(=O)C2CC(=O)N(C3CCCCC3)C2)CC1` (configuration not stated) gave GAA inhib -9.7%, GLA spleen mod 0.6%, Tau fluor counter 3.1%, Epigenetic reg -0.8%, GAA glycogen 3.3%, aGlu spleen mod -2.7%, ALDH1A1 block 0.4% and NPSR antagonist -9.7%[46.1 µM].
For Cc1ccc(C2CC(=O)C(C=NCCN3CCN(CC(=O)Nc4cc(C)cc(C)c4)CC3)=C(O)C2)cc1 (configuration not stated) the results were GAA inhib 2.7%, GLA spleen mod -5.3%, Tau fluor counter 6.9%, Epigenetic reg 10.3%, GAA glycogen -3.0%, aGlu spleen mod -10.4%, ALDH1A1 block -7.6% and NPSR antagonist -12.7%.
Screening O=C(C1Cc2ccccc2CN1S(=O)(=O)c1cccs1)N1CCCCCC1 (configuration not stated) returned GAA inhib -7.1%, GLA spleen mod 2.2%, Tau fluor counter -2.7%, Epigenetic reg -2.1%, GAA glycogen 1.6%, aGlu spleen mod 1.2%, ALDH1A1 block -12.8% and NPSR antagonist -11.9%[46.1 µM].
Screening CC1(c2cccc3ccccc23)NC(=O)N(CC(=O)NC2CCS(=O)(=O)C2)C1=O (configuration not stated) returned GAA inhib -0.8%, GLA spleen mod 5.5%, Tau fluor counter -0.9%, Epigenetic reg -0.9%, GAA glycogen 19.7%, aGlu spleen mod -3.5%, ALDH1A1 block 5.4% and NPSR antagonist -23.1%[46.1 µM].
For O=C(c1ccco1)N1CCN(Cc2nc(Cc3ccccc3)no2)CC1 the results were GAA inhib -0.6%, GLA spleen mod inconclusive, Tau fluor counter 6.0%, Epigenetic reg 1.1%, GAA glycogen -4.0%, aGlu spleen mod -0.4%, ALDH1A1 block 22.4µM* and NPSR antagonist -6.5%.

A portion of the library; count on the stated rates, not on these rows.
